# NPSR antagonist – antagonists of human neuropeptide S receptor cAMP signaling; CHO-NPSR cells, cAMP TR-FRET, antagonist mode; Potency, µM (series often up to 38.3 µM), for inactives: at the highest dose activity change, negative = inhibition, usual class: inhibitors; 1% of 220,000 active; AID 1461; note: potency is the fitted concentration of half-maximal effect; % is set by controls: 0 for no effect and ±100 for the full control effect; nearly all actives have a fitted effect of over 50% in size; many of its hits are not listed in these tables
# IMPase Li cell – IMPase inhibition in cells with lithium potentiation | CHO-M1 cells, IP1 TR-FRET (IP-One), carbachol + lithium | Potency, µM (titrated, usually from 59.4 µM), for inactives: at the highest dose activity, negative = IMPase inhibition, usual class: inhibitors | 0.35% of 210,000 active;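 note: IP1 builds up when IMPase is blocked and the TR-FRET signal falls; potency is the fitted concentration of half-maximal effect; plate controls were basal vehicle for no effect and high inhibitor control for full effect; nearly all actives have a fitted effect of over 50% in size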
#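 Steps: plate 2000 CHO-M1 cells per well and culture 16–30 h; add compound and lithium; incubate 30 min, 37C; add d2-IP1 tracer and Eu cryptate anti-IP1 antibody in lysis buffer; read after 10 min at room temperature.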
# CBFb-RUNX1 inh – CBF-beta/RUNX1 interaction disruption | Q01196+Q13951 | AlphaScreen CBFb-His/RUNX1-biotin binding, biochemical | Potency, µM (titrated, usually from 59.8 µM), for inactives: top-dose activity, negative = inhibition, hits mostly inhibitors | 230,000 tested, under 10 active; note: % of control where 0% means no effect
# Target sequence (Q01196 whole entry, looked up): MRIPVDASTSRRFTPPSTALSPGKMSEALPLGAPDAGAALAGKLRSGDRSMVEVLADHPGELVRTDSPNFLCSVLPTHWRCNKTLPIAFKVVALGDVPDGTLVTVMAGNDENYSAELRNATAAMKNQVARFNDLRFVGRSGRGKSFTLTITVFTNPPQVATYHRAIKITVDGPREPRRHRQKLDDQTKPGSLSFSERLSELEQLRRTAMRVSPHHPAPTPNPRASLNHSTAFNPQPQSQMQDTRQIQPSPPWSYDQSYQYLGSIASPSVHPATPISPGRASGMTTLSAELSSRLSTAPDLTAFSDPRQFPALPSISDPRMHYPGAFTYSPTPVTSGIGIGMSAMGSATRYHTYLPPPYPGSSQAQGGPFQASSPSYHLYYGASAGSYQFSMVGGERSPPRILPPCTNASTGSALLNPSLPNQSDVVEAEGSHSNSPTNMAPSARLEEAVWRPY
# Target sequence (Q13951 whole entry, looked up): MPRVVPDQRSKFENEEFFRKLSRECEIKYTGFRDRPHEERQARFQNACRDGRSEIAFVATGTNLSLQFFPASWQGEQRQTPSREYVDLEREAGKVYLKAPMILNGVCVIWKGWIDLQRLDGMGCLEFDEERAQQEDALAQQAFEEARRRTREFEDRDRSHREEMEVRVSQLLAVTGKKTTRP
#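 Room-temperature protein-protein interaction test with 30 nM each of His-tagged CBF-beta and biotinylated RUNX1, 15 min with compound, then 90 min with nickel plus streptavidin beads. Signal read in AlphaScreen mode.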
# Epigenetic derep – epigenetic control regulation, reporter derepression; murine LDR cells, GFP reporter derepression, 30 h; Potency, µM (titrated, usually from 53.9 µM), inactives show top-dose GFP activation, hits mostly activators; 0.2% of 280,000 active; AID 1865; note: potency is the fitted concentration of half-maximal effect; % of control where 0% means no effect; nearly all actives have a fitted effect of over 60% in size
#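 Murine LDR cells carrying a silenced, genomically integrated CMV-driven GFP reporter were exposed to compound for 30 hours at 37 C. After PBS washes, GFP-positive cells (20–120 um objects) were counted by laser-scanning microplate cytometry.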
# Luc counter – counter-screen: inhibitors of Kinase-Glo firefly luciferase; Q27757; Kinase-Glo luciferase, ATP luminescence, 8 min; Potency, µM (top dose mostly 38.3 µM), without a hit: top-dose activity change, negative = inhibition, actives largely listed as inhibitors; 0.28% of 200,000 active; AID 1379; note: potency is the fitted concentration of half-maximal effect; % is set by controls: 0 for no effect and ±100 for the full control effect; nearly all actives have a fitted effect of over 60% in size
#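 Kinase-Glo luciferase light output from ATP and luciferin was measured with 10 uM ATP, within the enzyme's linear range. Buffer: 50 mM imidazole pH 7.2, 50 mM KCl, 7 mM MgCl2, 0.01% Tween 20, 0.05% BSA; luminescence read after 8 min at ambient temperature.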
# aGal spleen mod – alpha-galactosidase A (human) modulation; P06280; human spleen homogenate, 4MU-alpha-Gal fluorescence, 40 min; Potency, µM (highest dose often 80 µM), for the others: at the top dose activity change, negative = inhibition, usual class: inhibitors; 0.008% of 240,000 active; AID 2107;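 note: potency is the fitted concentration of half-maximal effect; 0% = enzyme with vehicle and -100% = no enzyme basal signal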
# Target sequence (P06280 32-429 limits assumed): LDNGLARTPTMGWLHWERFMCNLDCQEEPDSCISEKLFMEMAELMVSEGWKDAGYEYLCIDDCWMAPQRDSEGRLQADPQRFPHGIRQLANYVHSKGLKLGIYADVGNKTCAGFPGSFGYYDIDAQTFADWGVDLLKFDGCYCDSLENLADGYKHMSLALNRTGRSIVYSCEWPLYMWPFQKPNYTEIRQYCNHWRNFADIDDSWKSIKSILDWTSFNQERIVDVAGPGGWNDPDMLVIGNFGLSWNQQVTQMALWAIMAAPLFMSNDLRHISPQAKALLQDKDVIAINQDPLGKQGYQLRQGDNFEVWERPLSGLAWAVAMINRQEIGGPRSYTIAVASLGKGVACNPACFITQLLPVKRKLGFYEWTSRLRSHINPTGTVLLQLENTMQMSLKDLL
#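 Fluorogenic readout (Ex 365/Em 440 nm) of 4-methylumbelliferone released from 1 mM 4-MU-alpha-galactoside by spleen homogenate, 40 min at 37C, pH 5.0. Data normalized to no-enzyme and enzyme controls; Hill-equation AC50 from compound titrations.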
# LMNA splice mod – modulators of lamin A splicing. Potency, µM (doses to about 46.1 µM), without a hit: at the highest dose ratio change, negative = inhibition, actives largely listed as inhibitors. 0.01% of 200,000 active. HeLa LMNA splicing GFP/RFP minigene ratio, 48 h; active = well fitted inhibition curve with a large enough effect in the signal ratio, with a control signal flat, not every such curve was filed as active; inconclusive = small, poorly fitted or top-dose-only effect, or effect the other way, or a change in a side signal; the % refers to the signal ratio; note: potency is the fitted concentration of half-maximal effect; % is set by controls: 0 for no effect and ±100 for the full control effect
#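 S3 HeLa stable clones carrying a lamin A-EGFP splicing minigene plus DsRed2 were seeded at 600 cells/well in Opti-MEM with 2% FBS, pin-dosed and incubated 48 h at 37°C. Acumen cytometry (488 nm) gave the GFP/RFP total-intensity ratio.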
# Active calls of the source: *; ? = inconclusive; · = not tested or not shown; [ ] = remark or other dose. Unless noted, calls come from the whole dose curve; as a rule, active = well fitted curve in the direction sought with a large enough effect; inconclusive = small, poorly fitted or top-dose-only effect, or another doubt; inactive = no such curve, though single readings can be large; an effect the other way counts as inactive or inconclusive. Not all compounds are listed; count on the stated rates, not on these rows.
Structure	NPSR antagonist	IMPase Li cell	CBFb-RUNX1 inh	Epigenetic derep	Luc counter	aGal spleen mod	LMNA splice mod
c1ccc(Cn2c(CN3CCCC3)nc3ccccc32)cc1	-6%[46.1 µM]	5%[38.3 µM]	-3%	-2.3%	2%	10%	10%
CCOC(=O)c1ccccc1NC(=S)N1CCCCC1	6%	1%	-2%	-1.0%	8%	6%	3%
CCC1(C)C2(C#N)C(N)=NC(OC)(OC)C12C#N (stereo not given)	0%[46.1 µM]	-4%[38.3 µM]	-4%	-5.4%	-15%	-14%	4%
Cc1c(NC(=O)c2nn3c(C(F)(F)F)cc(-c4ccccc4)nc3c2Cl)c(=O)n(-c2ccccc2)n1C	-7%	-4%	-1%	1.1%	-4%	5%	17%
O=c1c2ccccc2nc(SCc2cccc(F)c2)n1Cc1ccco1	-21%[46.1 µM]	34%[38.3 µM]	?	-9.5%	-1%	1%	?
O=C(O)CC1(CC(=O)Nc2cc3ccccc3cn2)CCCCC1	37%	·	-3%	0.0%	·	-2%	?
c1ccc(CNc2nc(-c3ccc4c(c3)OCO4)nc3ccccc23)cc1	·	17%	·	·	·	0%	?
Cc1ccc(S(=O)(=O)N(Cc2ccc(Cl)cc2)c2ccccc2C(=O)NCc2cccnc2)cc1	-43%	13%	5%	0.0%	-3%	8%	-24%
CC1CC(NC(=O)Cc2ccc(Br)cc2)CC(C)(C)C1 (stereo not given)	-25%[46.1 µM]	20%	15%	0.0%	0%	-6%	4%
COc1ccccc1CN1CCC2(CC1)CCN(C(=O)c1ccncc1)CC2	·	36%[activator]	·	·	0%	-5%	·
COc1cccc(C(=O)Nc2cc(C)ccc2NC(=O)COc2ccccc2)c1	-14%[46.1 µM]	·	-2%	-0.2%	·	0%	1%
CN(Cc1ccccc1)S(=O)(=O)c1ccc(N2CCOCC2)nc1	-4%	·	2%	0.0%	·	-3%	0%[46 µM]
COc1ccc(OC)c(NC(=O)COC(=O)c2cc3c(s2)CCC3)c1	-3%	-10%	?	5.9%	0%	9%	?
CC(=O)Cc1ccccc1OCC(=O)O	-17%[46.1 µM]	18%[38.3 µM]	13%	0.0%	-2%	1%	9%
C=C1c2ccccc2NC(=O)N1c1ccc(OC)cc1	-6%	8%	-7%	1.4%	-9%	-5%	·
CC(C)CN(CC(C)C)S(=O)(=O)N1CCC(C(=O)NCc2ccc3c(c2)OCO3)CC1	-25%	14%	-5%	-0.1%	0%	-1%	·
COc1ccc(C(C)=O)cc1CSc1nncn1-c1ccccc1	-3%[46.1 µM]	9%	3%	0.0%	0%	9%	-2%
Cc1cccc(-c2nsc(SCC(=O)Nc3cc(C)on3)n2)c1	-1%[46.1 µM]	?	3%	-1.1%	-5%	-4%	14%
CCOC(=O)N1CCC(NC(=O)C(NC(=O)C2CCCCC2)C(C)C)CC1 (stereo not given)	5%[46.1 µM]	12%[38.3 µM]	4%	-4.2%	4%	9%	0%
Cc1cc(C)[n+](-c2ccc(Oc3ccccc3)c(S(=O)(=O)[O-])c2)[nH]1	14%	·	-1%	1.0%	·	1%	·
N#CCCn1c(SCC(=O)NCCc2ccc(F)cc2)nc2ccccc21	-11%[46.1 µM]	4%[38.3 µM]	5%	-0.7%	-3%	6%	-7%
Fc1ccc(-c2[nH]ncc2CN(CC2CCC2)CC2CCCO2)c(F)c1 (stereo not given)	-9%	13%	4%	-1.1%	4%	4%	·
O=C(NC(=S)Nc1ccc(S(=O)(=O)Nc2nccs2)cc1)c1ccccc1F	-27%	-4%	-10%	0.0%	1%	-9%	·
Cc1ccc(Cl)c(OC(=O)Cn2cnc3c2c(=O)n(C)c(=O)n3C)c1	1%	-3%	4%	-1.2%	3%	0%	?
COC(=O)c1c(-c2ccc(C(C)(C)C)cc2)csc1NC(=O)C1C2CCC(O2)C1C(=O)O (stereo not given)	-18%	1%	7%	0.0%	2%	-6%	-1%
C=CC(=O)NC(NC(=O)C=C)c1ccccc1F	-8%[7.67 µM]	·	6%	2.7%	·	3%	·
O=C(CCl)c1ccc(Cc2ncc(C(F)(F)F)cc2Cl)s1	-11%[46.1 µM]	3%[38.3 µM]	0%	1.9%	-2%	6%	-4%
O=C(O)CC(c1cccc(Cl)c1)n1cccc1 (stereo not given)	-3%[46.1 µM]	3%[38.3 µM]	0%	-0.7%	6%	11%	-4%
NC(=O)c1sc2nc(N3CCOCC3)c3c(c2c1N)CCCC3	5%[46.1 µM]	-21%[38.3 µM]	2%	9.1%	3%	19%	2%
Cc1ccc(NC(=O)c2ccccc2CCc2ccccc2)c(C)c1	-4%[46.1 µM]	1%[38.3 µM]	4%	-1.0%	0%	8%	2%
Cn1c(-c2ccc(N)cc2)nc2ccccc21	-14%[46.1 µM]	·	6%	-1.9%	·	5%	-1%
Cn1ncc2c1ncn1nc(COc3ccc4ccccc4c3)nc21	-7%[46.1 µM]	-15%[38.3 µM]	-4%	1.9%	0%	?	1%
CSc1ccccc1C(=O)NCCSc1ccccc1	-14%[46.1 µM]	5%[38.3 µM]	3%	1.0%	-4%	-9%	8%
CSc1ccc(/C=N\NC(=O)CNc2ccc(C)cc2)cc1	-15%[46.1 µM]	6%[38.3 µM]	-20%	3.2%	-3%	8%	10%
C/C(=N\NC(=O)c1ccc(Cn2cc([N+](=O)[O-])cn2)o1)c1cccc(NC(=O)c2cccnc2)c1	1%	-6%	6%	0.9%	-3%	2%	-1%
O=C(CSc1ccc(F)cc1)N1CCN(S(=O)(=O)c2ccccc2)CC1	-7%	15%	-9%	0.1%	2%	4%	-8%[46 µM]
O=C(Nc1ccc(S(=O)(=O)NCc2cccnc2)cc1)c1ccccc1Cl	23%	3%	14%	0.0%	5%	3%	?
CC(C)(C)NCC(=O)N/N=C/c1ccc(OCc2ccccc2)cc1	5%	16%	0%	-0.7%	1%	-3%	?
O=C(c1cn(-c2ccccc2)nc1-c1ccccc1)N1CCN(c2ccccn2)CC1	-36%	11%	1%	0.0%	-4%	-2%	·
Cc1nc(N2CCOCC2)nc(OCCN2CCOCC2)c1[N+](=O)[O-]	8%	-6%	-15%	-3.0%	0%	5%	-5%
C[C@@H](CO)NC(=O)c1ccc2c3n(nc2c1)-c1ccc(Cl)cc1CO3	18%	·	12%	-1.6%	·	9%	·
CC(C)(C)c1[nH]nc2c1C(c1ccncc1)C(C#N)=C(N)O2 (stereo not given)	-3%[46.1 µM]	6%[38.3 µM]	3%	-2.9%	-5%	-2%	10%
Cc1ccc(-c2nc3ncccn3c2Nc2ccc3c(c2)OCCO3)o1	-26%[46.1 µM]	43%[activator][38.3 µM]	-8%	-2.9%	-10%	4%	-5%
CC(=O)c1c(C)[nH]c(C(=O)OCC(=O)NCCc2ccc(F)cc2)c1C	-8%[46.1 µM]	-5%[38.3 µM]	3%	-0.3%	-3%	-8%	?
COc1ccc(CCC(=O)Nc2ccc(N3CCOCC3)cc2)cc1	-9%[46.1 µM]	12%[38.3 µM]	-4%	1.0%	14%	-4%	15%
Cc1ccc(CN2CCNC(=O)C2CC(=O)NCCCn2cccn2)o1 (stereo not given)	0%	0%	7%	3.2%	1%	0%	19%[46 µM]
Fc1ccc(OCCCCCN2CCCC2)cc1	-16%[46.1 µM]	13%[38.3 µM]	-2%	-1.0%	2%	9%	15%
Cc1cc(-c2n[nH]c(=S)n2/N=C/c2cccs2)n[nH]1	-5%	1%	6%	0.0%	2%	-7%	4%
COc1cccc(/C=C/C(=O)Nc2ccc3nc4n(c(=O)c3c2)CCCC4)c1OC	19%	10%	-3%	-1.3%	·	-2%	·
CCOc1ccc(N(CC(=O)NN=C2CCN(C)CC2)S(C)(=O)=O)cc1	19%	-3%	5%	0.0%	-7%	-2%	-8%
Cc1ccccc1OCC(=O)Nc1ccc(N2CCN(S(C)(=O)=O)CC2)cc1	-7%[46.1 µM]	-6%[38.3 µM]	-6%	-1.0%	0%	7%	0%
Cc1cc(C)cc(C(=O)NCC(=O)OCC(=O)N(C)C2CCS(=O)(=O)C2)c1 (stereo not given)	19%	4%	-4%	-3.2%	2%	2%	-10%
CCn1c(SCc2ccc(C#N)cc2)nnc1-c1ccc(S(=O)(=O)N2CCCCC2)cc1	-28%[46.1 µM]	8%[38.3 µM]	1%	-2.3%	3%	0%	10%
CC(C)c1ccc(NC(=O)C2CCN(S(C)(=O)=O)CC2)cc1	-4%[46.1 µM]	-5%[38.3 µM]	3%	0.0%	-2%	18%	3%
CC1(C)CC(=O)c2cnc(NC(=O)CCc3ccccc3)nc2C1	-10%[46.1 µM]	32%[38.3 µM]	3%	0.0%	0%	-2%	8%
CC(C)C(=O)NC(=S)Nc1ccc(CN2CCOCC2)cc1	-9%	4%	3%	1.9%	-1%	2%	18%[46 µM]
Cc1c(C)n(CCC(=O)O)c2ccccc12	14%	-4%	-6%	1.4%	1%	1%	·
CC(/C=C/c1ccccc1)=N\NC(=O)c1cc(C)nc2ccccc12	19%	·	1%	-3.3%	·	2%	·
Cc1cccc(NC(=O)c2oc3c(c2C)C(=O)CC(C)(C)C3)n1	-23%[46.1 µM]	29%[38.3 µM]	4%	2.2%	2%	1%	-3%
O=C(CCCC(=O)N(CC(=O)NC1CCCC1)Cc1ccccc1Cl)Nc1ccccn1	-23%[46.1 µM]	22%[38.3 µM]	2%	-0.8%	-3%	-2%	1%
Cc1nc(-c2ccc(S(=O)(=O)N3CCN(CCc4ccccc4)CC3)s2)cs1	42%	·	-2%	1.1%	·	-1%	·
CCC(=O)N1CCN(c2ccc(Cl)cc2NC(=O)c2ccc(N3CCCC3)c([N+](=O)[O-])c2)CC1	?	-6%[38.3 µM]	-12%	0.0%	2%	4%	10%

# Given with two lines to a compound: part of the list above.
# Results follow in this order: NPSR antagonist	IMPase Li cell	CBFb-RUNX1 inh	Epigenetic derep	Luc counter	aGal spleen mod	LMNA splice mod
- O=C(CCCC(=O)N(CC(=O)NC1CCCC1)Cc1ccccc1Cl)Nc1ccccn1
  -23%[46.1 µM]	22%[38.3 µM]	2%	-0.8%	-3%	-2%	1%
- Cc1nc(-c2ccc(S(=O)(=O)N3CCN(CCc4ccccc4)CC3)s2)cs1
  42%	·	-2%	1.1%	·	-1%	·
